Screens (PubChem)
ERAP1 HTS inh – blocks human ERAP1 aminopeptidase activity | Q9NZ08 | recombinant ERAP1, Leu-AMC fluorescence, 60 min | inhibition, % at 10.7 µM | 0.15% of 340,000 active;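 active = mean replicate inhibition of at least 30%, or all replicates individually reaching that 30% level; inactive = mean below 30% and not every replicate reaching it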;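 note: 0% = neutral control wells and 100% = L-leucinethiol positive control wells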
PglD inh – inhibitors of Campylobacter jejuni PglD acetyltransferase; AID 602405; inhibition, % at 12.5 µM; purified PglD enzyme, DTNB colorimetric CoA detection; 0.098% of 360,000 active; in the data active = inhibition above about 16%, passing the limit was not always enough; note: strong numbers were not always called active
RAD54 branch – blocks human RAD54 Holliday junction branch migration | 0.14% of 360,000 active | AID 602329 | inhibition, % at 10.4 µM | FAM/BHQ fluorescence | Q92698;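 active = mean normalized replicate activity at least 40 and at least half of replicates scoring 40 or more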;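 note: 0% = median of neutral control wells and 100% = median of positive control wells; inhibitors cause a drop in the FAM fluorescence signal; in these data hits start at about 50%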
Target sequence (Q92698 whole entry, looked up): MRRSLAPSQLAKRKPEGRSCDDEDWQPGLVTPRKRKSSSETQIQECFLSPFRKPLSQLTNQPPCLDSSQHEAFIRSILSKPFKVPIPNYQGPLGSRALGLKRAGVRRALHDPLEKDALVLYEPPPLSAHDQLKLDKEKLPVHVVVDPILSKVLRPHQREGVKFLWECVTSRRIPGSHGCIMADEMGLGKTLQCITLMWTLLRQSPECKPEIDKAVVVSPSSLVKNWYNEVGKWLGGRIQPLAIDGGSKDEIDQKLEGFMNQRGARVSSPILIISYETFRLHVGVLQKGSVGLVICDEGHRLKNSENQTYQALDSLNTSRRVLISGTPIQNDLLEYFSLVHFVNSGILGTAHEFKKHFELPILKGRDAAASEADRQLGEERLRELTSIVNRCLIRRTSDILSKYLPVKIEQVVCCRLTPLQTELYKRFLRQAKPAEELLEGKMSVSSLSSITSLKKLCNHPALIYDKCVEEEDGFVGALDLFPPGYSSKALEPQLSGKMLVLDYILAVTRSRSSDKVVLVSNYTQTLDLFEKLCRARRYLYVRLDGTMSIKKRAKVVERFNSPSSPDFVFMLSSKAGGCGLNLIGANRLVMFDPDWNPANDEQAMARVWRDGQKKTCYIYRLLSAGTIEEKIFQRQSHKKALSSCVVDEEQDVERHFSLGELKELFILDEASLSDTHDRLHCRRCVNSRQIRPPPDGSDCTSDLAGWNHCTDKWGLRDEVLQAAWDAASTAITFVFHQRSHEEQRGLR
Cneo AK release – Cryptococcus neoformans lysis via adenylate kinase release | C. neoformans lysis, adenylate kinase release luminescence, 4 h; normalised: neutral wells 0, clomiphene wells 100 | lysis activity, % at 15 µM | 0.2% of 360,000 active | AID 651654;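 active = mean lysis activity across replicates of at least 80%, whatever share of replicates individually reach that level; inactive = mean lysis activity below 80%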
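Assay system: C. neoformans cells. Amount: yeast cell density of 5 × 10^6 cells/mL. Technique: AK luminescence. Buffer or medium: YPD. Times: static 4 h at 37 °C with compound, 1 h detection. Dosing: single-point compound dose. Read-out: lysis from increased AK signal.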
PGC1a acetyl inh – modulators of PGC1a acetylation. U2OS PGC1a acetylation, AlphaScreen anti-acetyl-lysine; with virally co-expressed GCN5 acetyltransferase. inhibition, % at 15.6 µM. 0.17% of 350,000 active. AID 651687;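 active = every replicate shows inhibition of at least 40%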;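 note: 0% = neutral control wells and 100% = positive control wells; some results beyond the cut were filed as inactive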
RAD52 anneal inh – RAD52 (human) annealing inhibition; P43351; recombinant RAD52 DNA annealing, FRET fluorescence; inhibition, % at 18.7 µM; 0.46% of 360,000 active;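 active = every replicate showing at least 50% inhibition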
E-selectin induc – induces E-selectin expression in human endothelial cells; activation, % at 7.58 µM; AID 686992; 0.37% of 260,000 active; HUVEC E-selectin immunofluorescence imaging; normalized: neutral wells 0, TNF-alpha wells 100; P16581;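 active = mean E-selectin-positive cell signal at least 10% of the positive control, reached in at least 60% of replicates, without over 20% cell loss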;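 note: in these data hits start at about 27%; measured in HUVEC primary endothelial cells; signal is the percent of cells scored E-selectin positive by PE staining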
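Read-out basis: % PE-positive cells; Test system: HUVEC primary endothelial cells; Technique: immunofluorescence imaging; Dosing: single-point compound dose.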
miR-122 sensor – blocks miR-122 activity in Huh7 sensor cells | AID 602342 | Huh7 miR-122 Renilla luciferase sensor, 48 h; neutral wells = 0, positive control = 100 | activation (reporter increase), % at 12.5 µM | 0.3% of 340,000 active;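 active = mean replicate activation score at least 90 and every replicate individually at or above 90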;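 note: higher luciferase means less miR-122 activity so hits act as miR-122 inhibitors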
The depositor's hits bear a star; . = no result given; & = joins results of further samples; [ ] = dose if it differs, or a comment.

SMILES | ERAP1 HTS inh | PglD inh | RAD54 branch | Cneo AK release | PGC1a acetyl inh | RAD52 anneal inh | E-selectin induc | miR-122 sensor
Cc1ccc(-c2nc(C)sc2CC(=O)NCc2ccco2)cc1 | . | -2.3 | -12.4 | 6.7 | -3.2 | . | . | 0.4
CS(=O)(=O)N1[C@@H]2c3ccc(-c4ccc(F)cc4)c(=O)n3C[C@H]1[C@H](CO)[C@H]2C(=O)N1CCOCC1 | . | -0.7 | -2.7 | 5.3 | . | 5.3 | -0.2 | .
CCOc1cc2c(C#N)c(N(CC)CC)nc(N)c2c(N)n1 | -3.7 | -7.5 | -6.2 | -0.8 | 11.2 | -2.2 | -0.6 | -2.2
CCOc1ccc(CNc2ccc(N3CCOCC3)c(C(=O)O)c2)cc1 | . | 5.6 | 4.2 | 8.3 | -5.7 | . | . | -0.4
C[C@H]1CN([C@@H](C)CO)C(=O)c2cc(-c3ccc(F)cc3)cnc2O[C@@H]1CN(C)C(=O)c1ccccc1F | -1.9 | 1.5 | 9.8 | 62.6 | -9.5 | 11.0 | -0.8 | -2.7[16.7 µM]
COc1ccc(-c2cccc(-c3nc(C(=O)O)cc4c3[C@@H](CCO)N([S@](=O)C(C)(C)C)C4)c2)cc1 | 1.9 | . | . | . | -8.7 | -19.1 | -0.2 | .
CC1CC(C)CN(S(=O)(=O)N2CCCC(C(=O)NCCc3ccccc3)C2)C1 (stereo not given) | -0.4 | -2.4 | -5.4 | -0.2 | 1.3 | -9.9 | . | -2.6
CCC(=O)NC(c1ccc(N(C)C)cc1)c1c(O)ccc2ccccc12 (stereo not given) | 2.2 | -1.7 | -2.2 | 4.2 | -6.8 | -7.6 | . | -5.4
COc1ccc(NC(=O)N(C)C[C@H]2Oc3ccc(NS(=O)(=O)c4ccccc4)cc3C(=O)N([C@H](C)CO)C[C@@H]2C)cc1 | 1.6 | 0.0&-0.5 | 7.5&7.3 | 0.1&2.5 | -5.1&7.4 | 3.9 | -0.1 | 2.7[16.7 µM]
CCCc1nnc2n1N=C(c1ccc([N+](=O)[O-])cc1)CS2 | -0.9 | 1.2 | -3.9 | -1.2 | . | -11.7 | 4.7 | -4.0
COc1ccc(OC)c(S(=O)(=O)NCC(c2ccco2)S(=O)(=O)c2ccccc2)c1 (stereo not given) | -6.9 | 1.5 | -5.0 | -3.0 | -9.1 | -10.7 | . | 74.4
CCOC(=O)Cn1c(-c2ccccc2)cc(SC)c(C#N)c1=O | -1.2 | -4.5 | 6.0 | -0.5 | 10.6 | -2.3 | 0.3 | 1.8
CC(=O)Nc1ccc(NC(=O)C2(C)Cc3c(-c4cccc(NC(C)=O)c4)ccnc3O2)cc1 (stereo not given) | 4.3 | 6.4 | -6.2 | -0.7 | . | 0.9 | 1.9 | 5.3
C[C@H](NC(=O)C[C@@H]1CC[C@@H]2[C@H](COC[C@H](O)CN2C(=O)Nc2ccccc2)O1)c1ccccc1 | 0.7 | -0.2 | 0.6 | -1.5 | 1.6 | 6.2 | 0.1 | 1.7[16.7 µM]
CCCc1cc(NCCOCCO)n2c(nc3ccccc32)c1C#N | -21.0 | -2.2 | -1.5 | -1.2 | 0.9 | -1.9 | 0.0 | 0.6
O=C(CSc1ccc(-c2cccs2)nn1)N1CCCCCC1 | . | -1.0 | -2.4 | 1.5 | . | . | . | 2.3
COC(=O)C[C@@H]1CC[C@@H]2[C@@H](COc3ccc(NC(=O)NCc4ccccc4)cc3C(=O)N2C)O1 | . | 0.3 | 1.5 | 2.7 | -0.2 | . | 0.0 | 12.5[16.7 µM]
CCCCCC1=NN2C(=O)CC(=O)N=C2S1 | -0.8 | -1.7 | -1.6 | -0.1 | 13.8 | -6.8 | 0.0 | -5.8
COC/C=C/C1=CC2=CC(=O)C(C)(OC(=O)c3cnc4ccccc4n3)C(=O)C2=CN1CCCCO (stereo not given) | 2.2 | -5.1 | -20.9 | -2.5 | -1.4 | -14.5 | -0.1 | -2.6
c1ccc(C2Nc3ccccc3-c3nc4ccccc4n32)nc1 (stereo not given) | . | 7.2 | 13.0 | -2.6 | -11.7 | . | . | -1.2
CCC(C)NC(=O)c1cc(CC(C)C)on1 (stereo not given) | 5.5 | 1.0 | -7.4 | 1.3 | . | -7.6 | . | .
COc1ccc(NC(=O)COC(=O)C2CC(=O)N(CCc3ccc(OC)c(OC)c3)C2)cc1Cl (stereo not given) | 0.2 | 4.4 | 0.2 | -1.4 | 3.0 | 5.4 | . | 5.3
C[C@H](CO)N1C[C@H](C)[C@H](CN(C)S(=O)(=O)c2ccccc2)Oc2ccc(NS(=O)(=O)c3cccs3)cc2C1=O | 2.4 | 0.9 | -3.5 | 1.5 | 4.2 | -20.7 | -0.2 | 11.4[16.7 µM]
C[C@@H]1CCCCO[C@H](CN(C)C(=O)Nc2ccc3c(c2)OCO3)[C@@H](C)CN([C@@H](C)CO)C(=O)c2cc(NC(=O)CCC(F)(F)F)ccc2O1 | 4.7 | -3.6 | 9.0 | -1.7 | -8.1 | 3.2 | 0.1 | 12.3[16.7 µM]
COc1cc(NC(=O)Cc2c(C(=O)O)n(C)c3ccccc23)cc(OC)c1OC | -0.3 | -0.4 | 1.6 | 0.9 | 11.9 | -13.7 | . | 0.5
CCn1ncc(C2=NOC(C(=O)Nc3ccc4c(c3)OCO4)C2)c1C (stereo not given) | . | -1.7 | -1.5 | 0.9 | 0.6 | . | . | -2.4
COc1ccc(COC(=O)CCS(=O)(=O)c2ccc(C)cc2)cc1F | -3.0 | 2.1 | -6.3 | 5.4 | -12.1 | -9.2 | 1.2 | 9.4
CCOC(=O)N1CCC2(CC1)C(C#N)=C(N)Oc1c2sc2nc(C)cc(C)c12 | . | 4.4 | -15.6 | -2.0 | -24.4 | . | . | 3.7
C[C@@H]1CCCCO[C@@H](CN(C)S(=O)(=O)c2ccccc2)[C@H](C)CN([C@H](C)CO)C(=O)c2cc(NC(=O)Nc3ccc(F)cc3)ccc2O1 | 4.3 | 4.1 | -2.6 | 1.3 | -3.8 | 17.5 | 0.6 | -5.5[16.7 µM]
CS(=O)(=O)N1CCN(C(=O)Nc2ccccc2)CC1 | -8.7 | 5.2 | -2.9 | 23.6 | . | -30.9 | -0.8 | -5.2
COc1ccccc1-c1c(C)nn2c(-c3ccccc3)cc(C)nc12 | 2.0 | . | . | . | 3.8 | -8.5 | 0.6 | .
COc1ccc(N2CCN(C(CNC(=O)c3ccc4c(c3)OCO4)c3ccco3)CC2)cc1 (stereo not given) | . | 3.6 | -1.0 | 0.6 | -12.4 | -6.0 | 0.2 | -12.3
O=C1CCSc2cccc3cccc(c23)N1 | -1.4 | -10.3 | 3.7 | -8.7 | . | -7.0 | . | -0.2
CCCCc1nnc(NC(=O)CCS(=O)(=O)c2ccc(C)cc2)s1 | 1.0 | -4.5 | 2.3 | -0.8 | . | -5.8 | . | .
Cc1cc(C(=O)Nc2cccc3c2O[C@@H](CN(C)C(=O)Nc2ccc(F)cc2)[C@@H](C)CN([C@H](C)CO)C3=O)n(C)n1 | -0.1 | 0.7 | 13.3 | -1.5 | 3.8 | 15.0 | -15.3 | 7.3[16.7 µM]
O=C(C[C@@H]1CC[C@H](NC(=O)Nc2ccc3c(c2)OCO3)[C@H](CO)O1)NCc1ccc(Cl)cc1 | -1.9 | -1.6 | 1.6 | -2.8 | 6.9 | -2.2 | -0.6 | .
Cc1onc(-c2ccccc2Cl)c1C(=O)NC1CCCCCC1 | -2.7 | 0.9 | -0.7 | 1.5 | -9.4 | -0.5 | . | -0.7
Cc1ccc(NC(=O)CCC(=O)N2CCN(S(=O)(=O)c3ccc(C)cc3)CC2)cc1 | 3.1 | -4.8 | 3.4 | 1.1 | . | -9.9 | . | .
Cc1ccc(NC(=O)c2ccc(OC(=O)CCN3C(=O)c4ccccc4C3=O)cc2)cc1 | . | -3.7 | -3.3 | -0.3 | -3.4 | . | . | -0.9
CC1=C(C(=O)N2CCOCC2)CC(CC(=O)NC(c2ccccc2)c2ccccc2)C(=O)N1Cc1ccc(C(C)(C)C)cc1 (stereo not given) | . | -3.0 | 8.8 | -0.5 | -21.1 | -14.5 | 2.2 | -2.0
CC(C)CC#Cc1ccc([C@H]2[C@H](CO)N3C(=O)CN(C(=O)NC4CCCC4)C[C@@H]23)cc1 | -3.7 | . | . | . | -13.4 | -3.1 | -0.6 | .
COc1ccc(C(=O)OCC(=O)Nc2ccc(N3CCOCC3)cc2)cc1 | 3.2 | -2.3 | 6.2 | 1.5 | -1.6 | 3.1 | 0.5 | -6.0
C[C@H](O)C#Cc1ccc([C@H]2[C@H]3CN(CC4CC4)CCCCN3[C@H]2CO)cc1 | -1.2 | -2.2 | -10.6 | -3.9 | 1.5 | -18.1 | 0.0 | -10.1[16.7 µM]
Cc1ccc(S(=O)(=O)NC(=O)C2(C)CCN2C(=O)CCc2ccc(Cl)cc2Cl)nc1 (stereo not given) | 2.9 | -6.3 | -8.9 | -1.3 | -2.6 | -14.3 | -0.1 | -3.6
CCCC#Cc1cnc2c(c1)C(=O)N([C@H](C)CO)C[C@@H](C)[C@@H](CN(C)C(=O)c1cnccn1)O2 | 0.0 | 0.2 | -4.4 | -5.2 | 16.8 | 3.5 | 0.3 | 5.4[16.7 µM]

Some of the entries so far, with each value named:
> CCCC#Cc1cnc2c(c1)C(=O)N([C@H](C)CO)C[C@@H](C)[C@@H](CN(C)C(=O)c1cnccn1)O2
- ERAP1 HTS inh = 0.0
- PglD inh = 0.2
- RAD54 branch = -4.4
- Cneo AK release = -5.2
- PGC1a acetyl inh = 16.8
- RAD52 anneal inh = 3.5
- E-selectin induc = 0.3
- miR-122 sensor = 5.4[16.7 µM]
> COc1ccc(C(=O)OCC(=O)Nc2ccc(N3CCOCC3)cc2)cc1
- ERAP1 HTS inh = 3.2
- PglD inh = -2.3
- RAD54 branch = 6.2
- Cneo AK release = 1.5
- PGC1a acetyl inh = -1.6
- RAD52 anneal inh = 3.1
- E-selectin induc = 0.5
- miR-122 sensor = -6.0

New compounds follow:
SMILES | ERAP1 HTS inh | PglD inh | RAD54 branch | Cneo AK release | PGC1a acetyl inh | RAD52 anneal inh | E-selectin induc | miR-122 sensor
O=C(C[C@@H]1CC[C@H]2[C@@H](COC[C@H](O)CN2Cc2ccc(F)cc2)O1)NCc1ccncn1 | 1.1 | 23.1 | 3.9 | -0.6 | -0.9 | -2.3 | -0.1 | 2.6[16.7 µM]
CC1=C(C)CC(C(=O)NC2CCN(C(C)C)CC2)C(C(=O)O)C1 (stereo not given) | -0.6 | 1.1 | -6.8 | -1.3 | . | -19.5 | -0.8 | .
Cc1oc2nc(SCC(=O)NC3CCCCC3)nc(N)c2c1C | . | 5.4 | -9.4 | 0.2 | -5.9 | . | . | 0.6
C[C@@H]1CN([C@H](C)CO)C(=O)c2cccc(NC(=O)Nc3ccccc3)c2O[C@H]1CN(C)Cc1ccc(C(=O)O)cc1 | -2.0 | -10.6 | -23.0 | -1.8 | 4.2 | -9.8 | 0.3 | 9.9[16.7 µM]
Cc1ccc(-c2nn(C)c(=O)c3ccccc23)cc1CNC(=O)c1ccco1 | . | -8.5 | 5.5 | 3.0 | -11.4 | . | . | 1.9
O=C(C[C@H]1CC[C@@H](NC(=O)c2ccc3c(c2)OCO3)[C@H](CO)O1)NCc1ccc(F)cc1 | -0.9 | 5.1 | -7.0 | -2.2 | 11.6 | 0.6 | 0.5 | .

Just ERAP1 HTS inh and RAD54 branch (5 entries from above):
mol,ERAP1 HTS inh,RAD54 branch
CC1=C(C)CC(C(=O)NC2CCN(C(C)C)CC2)C(C(=O)O)C1 (stereo not given),-0.6,-6.8
Cc1oc2nc(SCC(=O)NC3CCCCC3)nc(N)c2c1C,.,-9.4
C[C@@H]1CN([C@H](C)CO)C(=O)c2cccc(NC(=O)Nc3ccccc3)c2O[C@H]1CN(C)Cc1ccc(C(=O)O)cc1,-2.0,-23.0
Cc1ccc(-c2nn(C)c(=O)c3ccccc23)cc1CNC(=O)c1ccco1,.,5.5
O=C(C[C@H]1CC[C@@H](NC(=O)c2ccc3c(c2)OCO3)[C@H](CO)O1)NCc1ccc(F)cc1,-0.9,-7.0
